Mtb FBA inh: inhibits M. tuberculosis FBA enzyme; AID 588726; inhibition, % at 1 µM; 360,000 compounds, 2.3% hits; P9WQA3; purified M. tuberculosis FBA, fluorescence read-out; in the data active = inhibition above about 27%;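 note: 0% = vehicle and 100% = reference inhibitor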
Target sequence (P9WQA3 whole entry, looked up): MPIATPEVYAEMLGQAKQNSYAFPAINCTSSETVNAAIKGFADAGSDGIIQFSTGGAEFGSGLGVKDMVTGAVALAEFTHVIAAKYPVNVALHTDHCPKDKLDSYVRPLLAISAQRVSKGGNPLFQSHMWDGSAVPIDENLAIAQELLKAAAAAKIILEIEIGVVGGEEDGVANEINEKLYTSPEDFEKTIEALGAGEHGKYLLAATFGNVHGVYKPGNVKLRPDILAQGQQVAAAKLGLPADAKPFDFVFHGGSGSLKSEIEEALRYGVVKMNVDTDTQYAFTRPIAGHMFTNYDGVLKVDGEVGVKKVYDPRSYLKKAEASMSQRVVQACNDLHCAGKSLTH
CCHFV vOTU inh: CCHFV vOTU protease inhibition; Pep-AMC fluorescence; inhibition, % at 11.5 µM; 370,000 compounds, 0.55% hits; note: 0% = vehicle wells with enzyme and 100% = no enzyme wells
GDH-TPI inh: inhibits GDH-TPI coupling enzymes, artifact for Mtb FBA screen. inhibition, % at 4.8 µM. 360,000 compounds, 1.2% hits. AID 588335. GDH-TPI coupled enzyme counterscreen, NADH absorbance;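 note: 0% = DMSO wells and 100% = wells lacking the enzyme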
Mtb BioA inh: inhibitors of Mycobacterium tuberculosis BioA enzyme; AID 602481; purified M. tuberculosis BioA enzyme, plate reader; inhibition, % at 9.99 µM; 360,000 compounds, 0.096% hits; in the data active = inhibition above about 40%; inconclusive = no clear call, values can overlap the other calls
Mtb UGM inh: Mtb UDP-galactopyranose mutase inhibition; purified UGM, fluorescence polarization probe displacement; P9WIQ1; inhibition, % at 10 µM; 320,000 compounds, 0.06% hits; in the data active = inhibition above about 10%, passing the limit was not always enough; inconclusive = no clear call, values can overlap the other calls
Target sequence (P9WIQ1 whole entry, looked up): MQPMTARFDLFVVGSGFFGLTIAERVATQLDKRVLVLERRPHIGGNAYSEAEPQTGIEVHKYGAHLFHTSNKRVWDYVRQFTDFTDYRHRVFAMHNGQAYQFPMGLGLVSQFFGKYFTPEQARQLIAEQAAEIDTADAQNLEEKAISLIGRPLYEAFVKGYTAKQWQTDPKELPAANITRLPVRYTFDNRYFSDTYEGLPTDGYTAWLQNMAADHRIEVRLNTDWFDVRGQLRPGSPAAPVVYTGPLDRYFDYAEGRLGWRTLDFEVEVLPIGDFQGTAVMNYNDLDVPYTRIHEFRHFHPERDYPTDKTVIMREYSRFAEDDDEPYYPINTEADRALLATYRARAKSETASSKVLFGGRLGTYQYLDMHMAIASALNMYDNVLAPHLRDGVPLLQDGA
BoNT-A LC inh2: inhibitors of Botulinum neurotoxin A light chain protease; multiplex microsphere protease substrate cleavage, flow cytometry; inhibition, % at 10 µM; 360,000 compounds, 0.17% hits; in the data active = inhibition above about 30%; inconclusive = no clear call, values can overlap the other calls; note: plate controls were buffer without enzyme for full effect and enzyme alone for no effect
BoNT-F LC inh: blocks Botulinum neurotoxin F light chain protease; inhibition, % at 10 µM; Multiplex microsphere protease cleavage assay, flow cytometry; 360,000 compounds, 0.22% hits; in the data active = inhibition above about 35%, passing the limit was not always enough; inconclusive = no clear call, values can overlap the other calls; note: plate controls were buffer without enzyme for full effect and enzyme alone for no effect
FadD28 binding: M. tuberculosis FadD28 bisubstrate binding inhibition; inhibition, % at 12.5 µM; FadD28 bisubstrate probe binding, fluorescence polarization; 360,000 compounds, 0.22% hits; AID 588549; in the data active = inhibition above about 8.5%, passing the limit was not always enough; inconclusive = no clear call, values can overlap the other calls
PrPC surface inh: reduces human prion protein on the cell surface. P04156. 370,000 compounds, 0.43% hits. inhibition, % at 13.8 µM. cell surface PrPC, TR-FRET read-out; in the data active = inhibition above about 24%; note: 0% = median of the test wells and 100% = reference compound wells
An asterisk follows results filed as active; ? = inconclusive; nt = not tested or not shown; & = joins results of further samples. Cut-off read from the data, not from the text of the source, unless noted: active = inhibition above about 30%; inactive = the rest.

SMILES | Mtb FBA inh | CCHFV vOTU inh | GDH-TPI inh | Mtb BioA inh | Mtb UGM inh | BoNT-A LC inh2 | BoNT-F LC inh | FadD28 binding | PrPC surface inh
Cn1cccc1CC(=O)N/N=C/c1ccc(Cl)c([N+](=O)[O-])c1 | 1 | -4 | 8 | -1.0 | -3.0 | nt | nt | -3.4 | -26
CC(C)(C)NC(=O)C(c1ccc(F)cc1)N(Cc1ccccc1Cl)C(=O)c1ccn[nH]1 (configuration not stated) | -4 | -3 | -12 | nt | -2.5 | 0.7 | -1 | -1.1 | 6
COc1ccc(C2=NN(CCC(=O)NC3CCCCCC3)C(=O)CC2)cc1 | 4 | -3 | 11 | -1.0 | 2.1 | -1.5 | -2 | -0.5 | -2
CCc1cc(C(=O)Nc2cc(S(=O)(=O)N3CCOCC3)ccc2N2CCN(CC)CC2)sc1C | -4 | 0 | -6 | -0.1 | nt | nt | nt | -3.0 | -4
C[C@H](CO)N1C[C@H](C)[C@@H](CN(C)C(=O)Nc2ccc(C(F)(F)F)cc2)Oc2ccc(NS(=O)(=O)c3cn(C)cn3)cc2C1=O | 7 | -8 | 16 | -1.9&-0.2 | -0.3 | 0.1 | 1 | -2.3 | 3
COC(=O)c1[nH]c(C)c(/C(O)=C2\C(=O)C(=O)N(CCN3CCOCC3)C2c2ccc(C)o2)c1C (configuration not stated) | -3 | -7 | 10 | -1.1 | -1.9 | -6.9 | ? | -0.8 | -2
COc1ccc(C(=O)NCCS(=O)(=O)NCc2ccc(C)cc2)cc1 | -1 | -3 | 10 | 0.1 | 0.9 | nt | nt | -4.4 | -4
CCOC(=O)c1ccc(NC(=O)CSC(=S)N2CCOCC2)cc1 | 2 | 4 | -2 | nt | 2.4 | 0.5 | -1 | -1.9 | 6
Cc1cccc(C(=O)Nc2ccccc2C(=O)NCc2ccco2)c1 | -1 | -1 | 6 | 0.9 | 4.9 | -6.9 | -21 | -1.9 | 9
COc1ccc(C(=O)CC(=O)C(=O)Nc2ccc(C)cc2Cl)cc1 | 0 | -6 | 10 | -1.0 | 2.3 | -0.6 | 17 | -1.0 | -3
CNCCCOc1cccc(Oc2ccccc2)c1 | 4 | 8 | -3 | nt | -3.9 | -1.8 | -3 | -3.7 | 9
FC(F)(F)c1cc(N2CCNCC2)c2ccccc2n1 | 0 | -6 | 5 | nt | 7.6 | ? | ? | -0.7 | 6
CC(C)(C)OC(=O)NNC(=O)NC12CC3CC(CC(C3)C1)C2 | 8 | -7 | -2 | nt | 0.2 | -1.2 | -2 | -2.1 | 4
COc1ccc2[nH]c3c(Cl)ncnc3c2c1 | 2 | -8 | 6 | nt | 0.8 | 0.9 | -2 | -2.0 | 1
COc1cccc(-c2cnc(C(O)c3ccc(C)cc3)[nH]2)c1 (configuration not stated) | 1 | 4 | 6 | -1.1 | nt | 0.2 | -9 | -1.7 | 8

Ordered by heavy-atom count (descending): some entries from above.
SMILES | Mtb FBA inh | CCHFV vOTU inh | GDH-TPI inh | Mtb BioA inh | Mtb UGM inh | BoNT-A LC inh2 | BoNT-F LC inh | FadD28 binding | PrPC surface inh
C[C@H](CO)N1C[C@H](C)[C@@H](CN(C)C(=O)Nc2ccc(C(F)(F)F)cc2)Oc2ccc(NS(=O)(=O)c3cn(C)cn3)cc2C1=O | 7 | -8 | 16 | -1.9&-0.2 | -0.3 | 0.1 | 1 | -2.3 | 3
COC(=O)c1[nH]c(C)c(/C(O)=C2\C(=O)C(=O)N(CCN3CCOCC3)C2c2ccc(C)o2)c1C (configuration not stated) | -3 | -7 | 10 | -1.1 | -1.9 | -6.9 | ? | -0.8 | -2
COc1ccc(C2=NN(CCC(=O)NC3CCCCCC3)C(=O)CC2)cc1 | 4 | -3 | 11 | -1.0 | 2.1 | -1.5 | -2 | -0.5 | -2
Cc1cccc(C(=O)Nc2ccccc2C(=O)NCc2ccco2)c1 | -1 | -1 | 6 | 0.9 | 4.9 | -6.9 | -21 | -1.9 | 9
CCOC(=O)c1ccc(NC(=O)CSC(=S)N2CCOCC2)cc1 | 2 | 4 | -2 | nt | 2.4 | 0.5 | -1 | -1.9 | 6
FC(F)(F)c1cc(N2CCNCC2)c2ccccc2n1 | 0 | -6 | 5 | nt | 7.6 | ? | ? | -0.7 | 6

The listing picks up, starting 2 compounds before the break.
SMILES | Mtb FBA inh | CCHFV vOTU inh | GDH-TPI inh | Mtb BioA inh | Mtb UGM inh | BoNT-A LC inh2 | BoNT-F LC inh | FadD28 binding | PrPC surface inh
COc1ccc2[nH]c3c(Cl)ncnc3c2c1 | 2 | -8 | 6 | nt | 0.8 | 0.9 | -2 | -2.0 | 1
COc1cccc(-c2cnc(C(O)c3ccc(C)cc3)[nH]2)c1 (configuration not stated) | 1 | 4 | 6 | -1.1 | nt | 0.2 | -9 | -1.7 | 8
CCOC(=O)N1CCN(C(=O)Cn2ccc3ccccc3c2=O)CC1 | 2 | 11 | 5 | -2.6 | 2.0 | 0.5 | ? | -2.2 | 0
N#Cc1cnn2ccc(-c3ccc4c(c3)CCC4)nc12 | 141* | -193 | 13 | -2.8 | -1.2 | 0.0 | 2 | 0.0 | -6
CS(=O)(=O)c1ccc2nc(NC(=O)c3cccs3)sc2c1 | -2 | 19 | 49* | -1.0 | 0.1 | -0.2 | -12 | -5.3 | -4
COCCCNC(=S)N1CCN(c2ccccc2)CC1 | -2 | -2 | -8 | nt | 1.4 | -1.2 | -1 | -3.0 | -1
COc1cc(SC)ccc1C(=O)N(C)CC(=O)Nc1cccc2ccccc12 | 4 | 8 | 8 | 1.2 | -4.1 | -0.1 | -2 | -0.3 | -1
O=C(NCc1ccco1)c1ccc(COc2ccccc2Cl)cc1 | 3 | 11 | 13 | 1.0 | -2.1 | -0.8 | -10 | -1.5 | 3
Cc1occc1C(=O)N1CCC2(CCCN(Cc3ccc(F)c(F)c3)C2)C1 (configuration not stated) | 2 | 12 | 4 | 3.5 | 2.2 | 0.6 | 12 | -1.8 | 1
COc1ccc(CCNc2ncccc2C#N)cc1OC | 1 | 3 | 16 | 0.1 | 1.4 | 0.1 | 0 | -0.2 | 8
COc1ccc(NC(=O)C23CC4CC(C2)CC(n2cnc(Br)n2)(C4)C3)cc1OC | 2 | -6 | 9 | 2.1 | -0.7 | ? | -4 | -1.0 | 1
COc1ccc(Cl)cc1CC1(C)C(=O)Nc2ccc(S(=O)(=O)NC3CCCCC3)cc21 (configuration not stated) | -5 | 6 | 3 | -1.1 | nt | 0.0 | -10 | -3.2 | 16
Cc1ccccc1C(=O)NC(CC(C)C)C(=O)Nc1ccc(F)c([N+](=O)[O-])c1 (configuration not stated) | 3 | -3 | 5 | nt | -0.8 | 1.4 | 1 | -2.5 | -5
CN(CC(=O)Nc1ccc(F)cc1)C(=O)COC(=O)COc1ccc(C#N)cc1 | -1 | -2 | 1 | -1.0 | -1.1 | 1.3 | -4 | -0.2 | -2
CCc1nnc(NC(=O)C2CC(=O)N(C3CCCCC3)C2)s1 (configuration not stated) | 3 | -11 | 4 | -2.6 | 1.7 | 0.4 | -1 | 0.6 | -4
C/C(=N/NS(=O)(=O)c1ccc(C)cc1)c1ccc2c(c1)OCO2 | -1 | 6 | 7 | -0.2 | -2.5 | -0.6 | 4 | 1.8 | -5
COc1ccc(N(CC(=O)Nc2cc(C)on2)S(=O)(=O)c2cc(C)ccc2C)cc1 | -3 | 2 | 17 | 0.4 | 0.9 | ? | ? | -1.6 | 3
COc1ccc(C)cc1NC(=O)CN(C)S(=O)(=O)c1cc(C)ccc1OC | 1 | -6 | 5 | nt | 1.6 | 1.4 | 18 | -1.9 | 9
CCN(CC(=O)Nc1cccc(F)c1)CC(=O)Nc1ccccc1OC | 1 | 16 | -2 | 16 | 0.3 | -2.0 | -16 | -1.9 | 3
COc1cc(C(=O)NCC(=O)NC(C)CCc2ccccc2)cc(OC)c1OC (configuration not stated) | -4 | -15 | 7 | -0.5 | 3.0 | 1.9 | 7 | -1.5 | 4
CCCCNC(=O)C1(C)CCCCN1Cc1ccccc1-c1ccccc1 (configuration not stated) | 2 | 12 | 17 | -2.4 | nt | 0.0 | 3 | -2.4 | 15
CC[C@H](C)/C=C(C)/C=C/c1cc2c(cn1)C(=O)[C@@](C)(OC(C)=O)C(O)=C2Cl | 11 | -5 | 24 | 3.0 | nt | 1.1 | 0 | 11* | -5
CC(=O)OCc1cc2cc(C)ccc2[nH]c1=O | 10 | 2 | 2 | 0.2 | -3.0 | 0.2 | -1 | 0.8 | -5
C[C@@H](CSc1ccc(Br)cc1)CN1CC[C@H](NC(=O)OCc2ccccc2)CCC1=O | -3 | -2 | -2 | -1.5 | -1.2 | 0.0 | -10 | -5.8 | 3
CCN(CC)CCCNC(=O)CNC(=O)c1nn(-c2ccc(OC)cc2OC)c(=O)c2ccccc12 | -1 | -8 | -1 | -1.2 | nt | -0.3 | -7 | -2.1 | -2
CCOC(=O)C1=C(COC(=O)c2cccc(N(C)C)c2)NC(=O)NC1C (configuration not stated) | 6 | -1 | 1 | 0.5 | 3.3 | 0.5 | 0 | -0.9 | 2
Cc1cc(C)n2nc(SCC(=O)c3c(N)n(CC(C)C)c(=O)n(C)c3=O)nc2n1 | 4 | 1 | -7 | nt | -1.8 | -1.5 | -11 | 0.7 | 1
Cc1c(C(c2ccc(O)cc2)c2c(O)c3ccccc3oc2=O)c(=O)n(-c2ccccc2)n1C (configuration not stated) | -5 | -9 | -8 | nt | 4.4 | -0.1 | -2 | -3.4 | 4
O=C(c1ccc(F)cc1)N1CCC(C(=O)N2CCN(S(=O)(=O)c3cccc([N+](=O)[O-])c3)CC2)CC1 | -1 | -5 | 0 | -0.3 | -3.0 | -0.2 | -6 | -1.0 | -17
COc1ccc(C2OC(=O)CC2C(=O)NCc2ccccc2Cl)cc1OC (configuration not stated) | 1 | -6 | 1 | 3.3 | 2.7 | 0.8 | 4 | -4.9 | -7
O=C(COc1ccccc1)OCc1csc(Nc2ccccc2)n1 | 0 | 10 | 5 | 0.0 | 0.3 | -0.3 | -4 | 0.0 | 4
CC(=O)Nc1ccc(S(=O)(=O)N(CC(=O)NC2CC2)Cc2ccccc2)cc1 | -1 | 2 | -4 | 1.4 | 2.5 | 0.2 | 4 | -0.6 | -1
O=C(CCCn1c(=O)c2ccccc2n(Cc2ccccc2)c1=O)NCc1ccco1 | 0 | 10 | 14 | 3.8 | -1.7 | 0.4 | -13 | -0.3 | 0
COc1ccccc1CNC(=O)CSc1ccc(-c2cccc([N+](=O)[O-])c2)nn1 | 2 | 0 | 0 | -2.6 | 0.7 | -0.7 | -8 | -1.3 | 8
CCCC(=O)N(C1CC(C)C(C#N)(C#N)C1(C#N)C#N)N(C)C (configuration not stated) | -2 | 0 | -3 | nt | -0.2 | ? | ? | -2.1 | -6
CCc1cccc2sc(N(CCCN3CCOCC3)C(=O)CS(=O)(=O)c3ccccc3)nc12 | -2 | 1 | 8 | -1.5 | -2.1 | nt | nt | -5.4 | -8
CCC(C)C(NC(=O)C1CCC(C)CC1)C(=O)Nc1ccc(OC)cc1OC (configuration not stated) | 3 | -1 | -5 | -2.5 | -4.8 | 0.0 | -10 | -1.8 | 0
O=C1OCCC1=CN1CCCCC1 | -3 | -5 | 0 | -1.5 | nt | -0.1 | 0 | -0.9 | -5
S=C1NCC(c2ccccc2)S1 (configuration not stated) | 0 | -3 | 0 | -0.6 | nt | 0.8 | -3 | 0.2 | -4
Cc1ccc2c(CN3CCN(Cc4ccc5c(c4)OCO5)CC3)cc(=O)oc2c1C | 3 | -17 | 0 | 1.0&1.3 | -3.0 | -0.4 | -3 | 2.1 | -3
COc1ccccc1OCc1cc(C(=O)N2CCN(C)C(c3ccccc3)C2)no1 (configuration not stated) | 2 | 9 | -8 | 1.6 | 1.2 | 0.3 | 7 | -2.1 | 2

Bioassay records deposited in PubChem by several laboratories.

Hits appear at their usual frequency (roughly 4.8% active in at least one column).
